D2 potentiator: positive allosteric modulators of human D2 dopamine receptor; HEK293 T-REx D2, calcium flux, EC20 dopamine potentiation; potentiation, % at 10 µM; 340,000 tested, 0.34% active;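 active = potentiation over 3 SD above the plate norm, cut at about 30% in these data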; also: 0% is about no effect
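Potentiation of an EC20 dopamine calcium response measured kinetically over 180 s, after a preceding 180 s compound-only read flagging agonists. Cells: inducible Hek293 Trex D2 line, 4000/well, cultured overnight at 30 C before dye loading.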
D1 antagonist: blocks dopamine activation of the human D1 receptor. HEK293 TREx D1 cells, calcium flux, dopamine EC80; hits give low values. P21728. activity change, negative = inhibition, % at 10 µM. 360,000 tested, 3.2% active; in the data active = activity change below about -30%; also: % is scaled to controls: 0 for no effect and ±100 for the full control effect
Target sequence (P21728 whole entry, looked up): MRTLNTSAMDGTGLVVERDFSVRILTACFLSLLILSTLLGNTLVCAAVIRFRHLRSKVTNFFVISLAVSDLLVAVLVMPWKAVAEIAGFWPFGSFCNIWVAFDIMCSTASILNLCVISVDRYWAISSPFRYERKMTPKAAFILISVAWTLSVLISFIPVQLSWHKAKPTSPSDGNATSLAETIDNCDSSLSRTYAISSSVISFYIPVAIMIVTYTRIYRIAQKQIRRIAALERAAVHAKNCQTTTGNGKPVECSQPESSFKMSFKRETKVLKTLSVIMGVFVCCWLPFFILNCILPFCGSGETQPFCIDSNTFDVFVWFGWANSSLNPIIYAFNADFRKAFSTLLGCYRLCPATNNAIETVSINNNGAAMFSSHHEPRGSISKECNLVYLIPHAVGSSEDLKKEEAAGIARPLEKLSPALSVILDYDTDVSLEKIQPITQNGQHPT
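Compound effects on dopamine-evoked calcium signalling were measured in tetracycline-induced HEK293 Trex D1 cells. Dopamine at EC80 followed a 180 s compound pre-read, and fluorescence was tracked kinetically for 180 s more.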
D2 antag: D2 dopamine receptor (human) antagonism | P14416 | inhibition, % at 10 µM | 340,000 tested, 2% active | HEK293 TREx D2 cells, calcium flux, dopamine EC80; in the data active = inhibition above about 30%; also: 0% is about no effect
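Calcium mobilization kinetics were recorded at 1 s intervals in tetracycline-induced HEK293 T-REx D2 cells, first for 180 s after compound addition and then 180 s after EC80 dopamine.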
D1 ag: activates the human D1 dopamine receptor; P21728; HEK293 T-REx D1 cells, calcium flux, agonist mode; activation, % at 2 µM; 360,000 tested, 1% active; in the data active = activation above about 30%; also: 0% is about no effect
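Agonism was scored from calcium flux recorded over 180 s (1 read/s) after pintool compound addition, following a 10-cycle baseline. Cells were inducible force-coupled HEK293 TREx D1, plated overnight at 30 C and loaded with no-wash calcium dye.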
RXFP1 antag: antagonists of human relaxin receptor RXFP1. HEK293-RXFP1, relaxin-stimulated cAMP HTRF, 30 min; hits give low values. 350,000 tested, 0.59% active. activity change, negative = inhibition, % at 57.5 µM;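 active = activity change of -60% or lower, but not beyond a set lower limit; inconclusive = change between -60% and -40%, or beyond the set limit; inactive = change above -40%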; also: % is scaled to controls: 0 for no effect and ±100 for the full control effect
TRHR enhancer: allosteric enhancers of human TRH receptor | 360,000 tested, 0.66% active | P34981 | TRHR cells, fluo-8 calcium fluorescence, EC20 TRH enhancement | enhancement, % at 2 µM | AID 493056; in the data active = enhancement above about 30%; also: 0% is about no effect
Target sequence (P34981 whole entry, looked up): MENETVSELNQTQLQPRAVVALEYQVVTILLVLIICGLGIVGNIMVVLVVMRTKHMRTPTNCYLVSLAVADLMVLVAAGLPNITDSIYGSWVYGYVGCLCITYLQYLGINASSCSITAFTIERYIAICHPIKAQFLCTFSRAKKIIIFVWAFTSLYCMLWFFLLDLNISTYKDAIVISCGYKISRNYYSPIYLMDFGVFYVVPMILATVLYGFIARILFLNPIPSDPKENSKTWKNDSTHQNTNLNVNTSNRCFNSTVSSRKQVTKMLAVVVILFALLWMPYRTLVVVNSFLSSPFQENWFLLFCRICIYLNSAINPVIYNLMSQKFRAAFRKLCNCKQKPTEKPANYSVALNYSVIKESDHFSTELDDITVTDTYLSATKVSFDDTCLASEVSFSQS
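Enhancer read-out: after compound pinning and an initial kinetic agonist-mode read, an EC20 of TRH (10 nM final) was injected and fluo-8 calcium signal (Ex 480/Em 530) followed at 1 s/cycle for 100 cycles in TRHR-expressing cells.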
RXFP1 ag: RXFP1 (human) receptor agonism; HEK293T-RXFP1 cAMP TR-FRET, 30 min; response scale: percent of porcine relaxin response, buffer zero; Potency, µM (titrated, usually from 57.5 µM), for the others: top-dose activation, hits mostly activators; 370,000 tested, 0.3% active; Q9HBX9; AID 2676; active = well fitted activation curve with a large enough effect; inconclusive = small, poorly fitted or top-dose-only effect; also: potency is read from the fitted curve at half-maximal effect; % is scaled to controls: 0 for no effect and ±100 for the full control effect; nearly all actives have a fitted effect of over 60% in size; many of its hits are not listed in these tables
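cAMP rise read by TR-FRET after 30 min, 37C compound exposure (up to 58 uM) in RXFP1-transfected HEK293 cells with Ro 20174 present. EC50 from Hill-equation fits, with 29 nM porcine relaxin as 100% and buffer as basal.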
D2 ag: agonists of human D2 dopamine receptor | P14416 | HEK293 T-REx D2 cells, calcium flux agonist mode | activation, % at 2 µM | 340,000 tested, 0.53% active | AID 485358;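 active = activation over 3 SD above normal in the single-dose calcium agonist read, cut at about 30% in these data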; also: 0% is about no effect
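HEK293 Trex D2 cells, tetracycline-induced, o/n 30 C 5% CO2; no-wash Ca dye, RT 30–90 min; 10-cycle baseline, 23 nl cpd added, kinetic Ca read 180 s; agonist hits = positive Ca response.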
D1 PAM: potentiators of human D1 dopamine receptor; potentiation, % at 10 µM; 360,000 tested, 0.036% active; AID 504651; P21728; HEK293 TREx D1 cells, calcium flux, dopamine EC20 potentiation; in the data active = potentiation above about 30%; also: 0% is about no effect
An asterisk follows results filed as active; u = inconclusive; x = no result given; & = joins results of further samples. These rows are one share of the data. The share of hits here may be higher or lower than overall.

SMILES | D2 potentiator | D1 antagonist | D2 antag | D1 ag | RXFP1 antag | TRHR enhancer | RXFP1 ag | D2 ag | D1 PAM
CCOC(=O)c1cnc(-n2nc(C)cc2C)nc1NCc1ccc2c(c1)OCO2 | 10 | 0 | -1 | 2 | -1 | 5 | 6.5% | 0.9 | 0
CCN(CC(=O)Nc1ccccc1C(F)(F)F)C(=O)CCSc1ccc(F)cc1 | 12 | -9 | -12 | -1 | -7 | 1 | -0.3% | 0.6 | -12
COC(=O)c1ccc(Cl)cc1NC(=O)N(Cc1ccc(C)o1)C1CCN(C(C)=O)CC1 | 4 | 3 | x | -2 | -7 | 1 | 3.1% | 0.1 | 1
O=C(/C=C/c1ccco1)NC(=S)Nc1cccc(-c2nc3ccccc3o2)c1 | 2 | 5 | -5 | 4 | u | 4 | 9.5% | 0.3 | -3
N#Cc1ccc(S(=O)(=O)N2CCN(c3ncccn3)CC2)cc1 | 3 | -5 | 7 | 4 | 0 | 2 | -1.2% | 1.0 | -5
CC(C)C1N(C(=O)CN2CCCC2)CCN1S(=O)(=O)c1ccccc1 (stereo not given) | -5 | -45* | 11 | 5 | -6 | -2 | 2.6% | -0.2 | -12
COc1cccc(C(NC(C)=O)c2ccc3cccnc3c2O)c1 (stereo not given) | x | 20 | x | 3 | 1 | 2 | 1.2% | x | 0
COC(=O)c1ccc(CN2CCc3ccccc32)cc1 | 0 | -19 | -1 | -2 | -12 | 8 | 0.0% | -0.2 | -2
Cc1oc2ncn(CC(C)C)c(=O)c2c1C(=O)NCCCN(C)Cc1ccccc1 | -3 | 0 | x | 1 | x | 9 | 6.8% | 0.5 | -7
Cn1nnnc1P(=O)(c1ccccc1)c1ccccc1 | 3 | -16 | -34 | 1 | -9 | -2 | -0.8% | 0.3 | -6
CC(C)c1ccc(NC(=O)[C@H](Cc2c[nH]c3ccccc23)NC(=O)[C@@H]2Cc3ccccc3CN2)cc1 | -4 | 31 | -2 | 7 | x | -1 | 1.0% | -0.5 | 7
CCCn1c(N)c(C(=O)CN(C)CC(=O)Nc2c(C)cc(C)cc2C)c(=O)[nH]c1=O | 5 | 8 | -8 | 1 | -4 | 4 | -1.3% | -1.2 | 2
OC1(CNCc2ccccc2)C2CC3CC(C2)CC1C3 (stereo not given) | -19 | 3 | 56* | 5 | 19 | -9 | 1.9% | 49* | 3
COc1cc(/C=C2\SC(=S)N(CCC(=O)Nc3ccc(O)cc3)C2=O)cc(OC)c1OC | 5 | -2 | -10 | 5 | -7 | 3 | 3.6% | 0.3 | -4
O=C(NCCCN1CCOCC1)c1onc(CSc2nc3ccccc3[nH]2)c1C(=O)NCCCN1CCOCC1 | -1 | 23 | -7 | 1 | x | 7 | 1.1% | 3.9 | -5
Cc1ccc(-c2cc(C(F)F)n3ncc(C(=O)N4CCCc5ccccc54)c3n2)cc1 | 3 | -4 | -14 | 9 | 2 | 10 | 0.4% | -1.4 | 2
Cc1cc(C)n(C(=O)c2ccc(S(=O)(=O)NCC3CCCO3)cc2)n1 (stereo not given) | -8 | -5 | 0 | 3 | -1 | -4 | -1.8% | -0.4 | -3
O=C(CC1C(=O)NCCN1C(=O)Nc1ccccc1)Nc1ccc2c(c1)OCO2 (stereo not given) | -2 | -11 | 1 | 2 | -2 | -2 | 2.5% | 0.0 | -3
Cc1ccc(CN2CCN(Cc3cc(=O)c4ccccc4[nH]3)CC2CCO)o1 (stereo not given) | -16 | -17 | 4 | 0 | 0 | 0 | 0.3% | 0.1 | 1
C=CCC(NC(C)c1ccccc1)c1ccco1 (stereo not given) | 0 | 5 | -16 | 2 | 13 | 1 | -3.4% | 0.5 | 0
Cc1cccc(-c2nn(-c3ccccc3)cc2C(=O)N2CCN(C3CCS(=O)(=O)C3)CC2)c1 (stereo not given) | x | 4 | x | 1 | -5 | -3 | 2.9% | x | 1
O=C(NCCCN1CCOCC1)c1cn(-c2ccccc2)nc1-c1cccs1 | -17 | -5 | 1 | 5 | -7 | 11 | 0.0% | -0.5 | -2
CC1=C(C(N)=O)C(c2cccc(O)c2)n2nc(CCCO)nc2N1 (stereo not given) | -11 | -4 | 3 | 3 | 0 | 2 | 0.6% | 1.2 | 3
COC(=O)c1cc(S(=O)(=O)Nc2ccsc2C(=O)OC)oc1C | 12 | -4 | -3 | 1 | -1 | 1 | 5.1% | -1.1 | -4
COc1ccc(NS(=O)(=O)c2cc(C)ccc2C)cc1 | -1 | 7 | -5 | 1 | -7 | -5 | -0.9% | 0.4 | -4
O=C(C(=O)N1CCCCC1)c1c(-c2ccccc2)[nH]c2ccccc12 | -7 | 2 | 12 | 3 | -5 | -1 | 3.0% | -0.1 | 1
Nc1ccnc(C(F)(F)F)c1C(=O)c1ccccc1 | -4 | -19 | -3 | 3 | 4 | 0 | 2.0% | 0.6 | -5
COc1ccc(Nc2ccc(S(=O)(=O)N3CCCCC3)cc2[N+](=O)[O-])cc1OC | 4 | -26 | -3 | 2 | -8 | -6 | -1.1% | 0.1 | -3
COC(=O)c1cc2sc(C)cc2n1CC(=O)Nc1ccc(C)c(C)c1 | 16 | 11 | x | 2 | -10 | 5 | 2.1% | -0.2 | -3
Cc1nc2oc3ccccc3c(=O)c2c(=O)n1Cc1ccccc1 | -9 | 4 | 31* | -1 | 1 | -3 | 1.3% | 0.8 | -8

Limited to TRHR enhancer, D1 PAM and D1 antagonist (2 entries from above):
Structure | TRHR enhancer | D1 PAM | D1 antagonist
COc1ccc(Nc2ccc(S(=O)(=O)N3CCCCC3)cc2[N+](=O)[O-])cc1OC | -6 | -3 | -26
Cc1cccc(-c2nn(-c3ccccc3)cc2C(=O)N2CCN(C3CCS(=O)(=O)C3)CC2)c1 (stereo not given) | -3 | 1 | 4

New compounds follow:
SMILES | D2 potentiator | D1 antagonist | D2 antag | D1 ag | RXFP1 antag | TRHR enhancer | RXFP1 ag | D2 ag | D1 PAM
Cc1ccc(Cn2ccc(NC(=O)c3noc4c3CCCCC4)n2)cc1 | 13 | -5 | -2 | 2 | -10 | 6 | 0.3% | 0.2 | 2
CCOC(=O)c1ccc(NC(=O)CCn2c(=O)oc3ccccc32)cc1 | 2&5 | 8&-2 | -5 | 1&13 | -19 | -4&-4 | 5.4%&-2.5% | -0.1&-1.0 | -1&-1
CN1C(=O)C(C)(C)c2cc(S(=O)(=O)N3CCN(c4ccc(F)cc4)CC3)ccc21 | 4 | 6 | -7 | 1 | -60* | -2 | -3.9% | -0.1 | -2
O=C(Nc1ccc(Cl)cc1C(=O)NCCN1CCOCC1)c1ccc(Cl)cc1Cl | -10 | 3 | -12 | 2 | 5 | 3 | 0.6% | 0.3 | 0
Fc1ccc(-c2nnc(Cc3ccc(Cl)cc3)o2)cc1 | 3 | -8 | 8 | 1 | 0 | -2 | 0.0% | 0.0 | -1
COC(=O)CCC(=O)OC1(C)C(=O)C=C2C=C(C3CC3)N(Cc3ccc4c(c3)OCO4)C=C2C1=O (stereo not given) | 19 | 8 | -5 | 1 | x | 5 | -2.8% | -0.5 | -1
COc1ccc(-c2cc(=O)oc3cc(OC(C)C(=O)NCC4CCC(C(=O)O)CC4)ccc23)cc1 (stereo not given) | 7 | 7 | 10 | 2 | 0 | 1 | 2.0% | 0.0 | -1
CCOC(=O)c1c(C)[nH]c(C(=O)CN2CCOCC2)c1C | 10 | -4 | 19 | 0 | -3 | 1 | -0.1% | 0.2 | -6
Cc1cccc(/C=N/c2sc3c(c2C#N)CCN(Cc2ccccc2)C3)c1O | -7 | 11 | -10 | 5 | -4 | 3 | 2.6% | 15 | -6
CCOC(=O)c1ccc(NC(=O)c2nc[nH]c2C(=O)N(C)Cc2ccccc2)cc1 | 9 | -24 | -17 | 4 | x | 12 | 4.0% | -0.2 | -9

Quoted from the listing:
D1 ag, CN1C(=O)C(C)(C)c2cc(S(=O)(=O)N3CCN(c4ccc(F)cc4)CC3)ccc21 is entered as 1
RXFP1 ag, O=C(Nc1ccc(Cl)cc1C(=O)NCCN1CCOCC1)c1ccc(Cl)cc1Cl is entered as 0.6%

Continued.
SMILES | D2 potentiator | D1 antagonist | D2 antag | D1 ag | RXFP1 antag | TRHR enhancer | RXFP1 ag | D2 ag | D1 PAM
CN(C)c1ccc(S(=O)(=O)N2CCCCC2)cc1NC(=O)CN1C(=O)NC(C)(c2ccccc2)C1=O (stereo not given) | x | 3 | x | 3 | -2 | 6 | 0.6% | x | 0
CCS(=O)(=O)c1oc(-c2ccc(F)cc2)nc1S(=O)(=O)c1ccc(Br)cc1 | -2 | 3 | x | 8 | -102* | 2 | 1.2% | 9.3 | -3
CCN(C(=O)C(Cc1ccccc1)NS(=O)(=O)c1cccc2nsnc12)c1ccccc1 (stereo not given) | 12 | 2 | x | -2 | -22 | -4 | 1.1% | -0.9 | 4
CC(=O)N1CCN(C(=O)C(=O)Nc2c3c(nn2-c2ccc(Cl)cc2)CSC3)CC1 | -1 | x | x | 0 | 3 | -3 | 1.7% | x | -3
Cc1sc2ncnc(N3CCC(C(=O)Nc4ccc(Cl)cc4Cl)CC3)c2c1C | 0 | -7 | -7 | 8 | -16 | 9 | 9.8% | -1.8 | 1
Cc1nn(CC(=O)NCCc2ccccc2)c(C)c1[N+](=O)[O-] | -6 | -10 | -2 | 2 | -12 | -8 | 0.3% | -0.7 | -7
CCOc1ccc(OCC)c(NC(=O)CN2CCN(CC)CC2)c1 | -7 | 2 | 6 | 2 | -18 | 2 | 0.6% | -0.9 | -1
Cc1ccccc1Cn1c(Cc2ccccc2)nc2ccccc21 | -1 | 3 | 7 | 3 | -19 | -10 | 0.3% | 1.2 | -11
CCN(CC)C(=O)CSc1nc2c(sc(=S)n2CC)c(=O)n1-c1ccccc1 | -1 | 8 | -18 | 3 | -6 | -11 | 1.1% | 0.0 | -10
CCCCc1nc2ccccc2c(=O)n1NC(=O)c1c(O)c2cccc3c2n(c1=O)CCC3 | -8 | 2 | -17 | 2 | x | 25 | 13% | -0.7 | 2
CCc1ccc(OCC(=O)O/N=C(\N)c2ccccn2)cc1 | -1 | -1 | 5 | 4 | -2 | 5 | 4.3% | -0.4 | -9
O=S(=O)(Nc1cccnc1Cl)c1ccc2c(c1)OCCO2 | -1 | 2 | -7 | 2 | 0 | 2 | 0.4% | -0.1 | 4
CSc1ncc(CN2CCc3c([nH]c4ccccc34)C2c2cccc(O)c2)cn1 (stereo not given) | 9 | 2 | -30 | 3 | 0 | 6 | -1.0% | 2.3 | -6

Bioassay records deposited in PubChem BioAssay by National Center for Advancing Translational Sciences (NCATS).
